Source: PubChem BioAssay (National Center for Advancing Translational Sciences (NCATS))
AmpC detergent – inhibitors of E. coli AmpC beta-lactamase with detergent; actives 0.041% (n = 370,000); AmpC hydrolysis of nitrocefin, absorbance 480 nm, 0.01% Triton; Potency, µM (titrated, usually from 114 µM), without a hit: at the top dose activity change, negative = inhibition, most hits filed as inhibitors;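 note: potency is the fitted concentration of half-maximal effect; 0% = no-compound wells and -100% = no-enzyme wells; nearly all actives have a fitted effect of over 25% in size; some results filed as inactive show a strong effect at the top dose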
Target sequence (P00811 whole entry, looked up): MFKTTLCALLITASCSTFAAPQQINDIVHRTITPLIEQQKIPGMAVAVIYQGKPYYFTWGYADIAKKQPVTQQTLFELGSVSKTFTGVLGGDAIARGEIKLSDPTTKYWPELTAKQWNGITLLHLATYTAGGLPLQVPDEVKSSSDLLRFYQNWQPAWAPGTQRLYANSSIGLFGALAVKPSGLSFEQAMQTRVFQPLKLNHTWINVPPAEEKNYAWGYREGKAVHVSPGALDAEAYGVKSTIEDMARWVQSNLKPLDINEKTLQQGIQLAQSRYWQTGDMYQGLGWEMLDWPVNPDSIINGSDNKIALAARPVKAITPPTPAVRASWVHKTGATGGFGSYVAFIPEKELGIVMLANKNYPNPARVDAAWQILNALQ
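20 mM phosphate pH 7.0 + 0.01% (detergent screen) or 0.0001% Triton X-100; 5.3 nM AmpC reagent; cpd preinc 15 min RT; nitrocefin (800 uM stock) to start; A480 q20 s × 4 min; Activity was normalised to no-enzyme and no-compound control wells.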
HCV inhibitor – HCV inhibition; actives 3.4% (n = 340,000); AID 651820; Potency, µM (titrated, usually from 41.8 µM), without a hit: at the top dose activity change, negative = inhibition, hits mostly inhibitors; Huh7.5.1 HCVcc-Cre infection, luciferase reporter, 44 h; note: potency is the fitted concentration of half-maximal effect
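Infectious HCVcc-Cre (~0.5 moi) was added to cells just after compound, with cells seeded 4 h earlier at 1,000 per well. Luciferase activity after 44 h culture reported infection; substrate was incubated 15 min at room temperature before reading.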
AmpC inh no detg – AmpC beta-lactamase inhibition without detergent; P00811; AmpC nitrocefin hydrolysis, absorbance 480 nm, 0.0001% Triton; Potency, µM (top dose mostly 57.1 µM), inactives show at the highest dose activity change, negative = inhibition, usual class: inhibitors; actives 0.52% (n = 330,000); AID 485341;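 note: potency is the fitted concentration of half-maximal effect; plate controls were no compound for no effect and no enzyme for full effect; nearly all actives have a fitted effect of over 20% in size; some results filed as inactive show a strong effect at the top dose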
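20 mM phosphate pH 7.0 + 0.01% (detergent screen) or 0.0001% Triton X-100; 5.3 nM AmpC reagent; cpd preinc 15 min RT; nitrocefin (800 uM stock) to start; A480 q20 s × 4 min; Activity was normalised to no-enzyme and no-compound control wells.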
HCMV antiviral – human cytomegalovirus inhibition. activity change, negative = inhibition, % at 57.5 µM. AID 1259415. actives 4.5% (n = 410,000). HFF cells, HCMV-luciferase reporter, 72 h; hits give low values; in the data active = activity change below about -60%; inconclusive = no clear call, values can overlap the other calls; inactive = above about -39%
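Two compound doses tested in HFFs infected with HCMV-luciferase, MOI 1 PFU/cell, 72 h at 37C. Lysate luminescence read with OneGlo; data normalized against buffer-only and 10uM Salinomycin inhibitor controls.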
AMA1 RON2 block – disrupts binding of P. falciparum AMA1 to RON2; AlphaScreen AMA1-biotinylated RON2 peptide binding; Potency, µM (doses to about 58.2 µM), for the others: at the highest dose activity change, negative = inhibition, usual class: inhibitors; actives 0.2% (n = 360,000); AID 720542;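 note: potency is the fitted concentration of half-maximal effect; 0% = vehicle wells and -100% = peptide control; nearly all actives have a fitted effect of over 45% in size; some results filed as inactive show a strong effect at the top dose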
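AMA1 (3D7) with his tag at 25 nM final met compounds first, then biotinylated RON2 peptide at 25 nM; detection used donor plus acceptor beads, 10 µg/mL apiece, read by AlphaScreen after 30 min at room temperature.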
TbPYK inhibitor – blocks Trypanosoma brucei pyruvate kinase. Potency, µM (titrated, usually from 76.8 µM), for the others: at the highest dose activity, negative = inhibition, usual class: inhibitors. AID 624173. TbPYK enzyme, Kinase-Glo Plus ATP luminescence, 45 min. Q57TT1. actives 0.12% (n = 410,000); note: potency is the fitted concentration of half-maximal effect; nearly all actives have a fitted effect of over 50% in size
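T. brucei PYK with substrate was exposed to pin-transferred compounds across a concentration series, then started with 130 uM ADP (final). After 45 min at room temperature, Kinase-Glo Plus luminescence was read, normalized and curve-fitted.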
LmPK inh – blocks Leishmania mexicana pyruvate kinase activity. Potency, µM (highest dose often 57.5 µM), without a hit: top-dose activity change, negative = inhibition, most hits filed as inhibitors. AID 1721. purified LmPK, Kinase-Glo ATP luminescence, 1 h. actives 0.37% (n = 290,000); note: potency is the fitted concentration of half-maximal effect
Target sequence (Q27686 whole entry, looked up): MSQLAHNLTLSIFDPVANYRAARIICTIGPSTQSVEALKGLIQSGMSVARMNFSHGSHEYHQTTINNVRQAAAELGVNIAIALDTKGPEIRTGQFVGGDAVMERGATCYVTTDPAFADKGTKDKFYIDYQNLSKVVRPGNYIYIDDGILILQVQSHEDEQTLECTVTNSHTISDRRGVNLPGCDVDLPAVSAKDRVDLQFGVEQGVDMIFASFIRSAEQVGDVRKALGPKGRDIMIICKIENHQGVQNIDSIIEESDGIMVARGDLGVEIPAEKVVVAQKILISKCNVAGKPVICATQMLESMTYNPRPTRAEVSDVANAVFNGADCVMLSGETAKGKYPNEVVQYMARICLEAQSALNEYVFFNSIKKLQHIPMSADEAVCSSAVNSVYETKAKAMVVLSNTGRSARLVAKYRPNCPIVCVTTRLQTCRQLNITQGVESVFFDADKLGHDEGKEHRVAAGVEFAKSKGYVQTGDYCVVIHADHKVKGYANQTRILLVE
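ATP generated from ADP (0.1 mM) and PEP (0.5 mM) by 0.1 nM LmPK over 1 h at room temperature (pH 7.2 imidazole buffer) was detected by coupled luciferase luminescence. Values were normalized to uninhibited and no-enzyme wells.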
* = called active by the depositor; ? = inconclusive; · = not tested or not shown; [ ] = remark or other dose. Unless noted, calls come from the whole dose curve; as a rule, active = well fitted curve in the direction sought with a large enough effect; inconclusive = small, poorly fitted or top-dose-only effect, or another doubt; inactive = no such curve, though single readings can be large; an effect the other way counts as inactive or inconclusive. Unless noted, % is set by controls: 0 for no effect and ±100 for the full control effect.

The line under a structure holds: AmpC detergent, HCV inhibitor, AmpC inh no detg, HCMV antiviral, AMA1 RON2 block, TbPYK inhibitor, LmPK inh
> Cc1cccn2c(CNCCCn3ncc4ccccc43)c(C(=O)N3CCCCC3)nc12
    1%, -9%, 74%[activator], 10, -3%, -7%, 5%
> CCOc1ccccc1NC(=O)C1CCCN(c2ncnc3onc(-c4ccc(F)cc4)c23)C1 (configuration not stated)
    14%, ·, ·, -22, ·, -5%, ·
> O=C1c2ccccc2CN1c1ccccc1
    ?, 6%, -10%, 75, -6%, -7%, -14%
> O=C(c1cccs1)N(Cc1cccc(Cl)c1)C1CCS(=O)(=O)C1 (configuration not stated)
    ?, 13%, -4%, 19, -10%, 5%, -1%
> CC(C)OC(=O)CSc1nc(Cc2ccccc2)nc2ccccc12
    0%, -28%, 29%, -30, 38%[activator], 1%, 6%
> CCN(CCCNc1ncnc2nc[nH]c12)c1cccc(C)c1
    ?, ?, ?, -76*, -8%, -1%, 1%
> CCc1nn2c(=O)cc(N3CCN(c4cc(C)nc5ccccc45)CC3)nc2s1
    2%, 19%, ?, ·, ·, ·, -8%
> Cc1nnc(N/N=C/c2ccccc2O)n1N
    5%, 22%, -8%, -104*, 46%[activator], 0%, -1%
> CCOC(=O)Nc1nc2ccc(Cn3cccc3)cc2[nH]1
    ·, -2%, ·, 36, 0%, -1%, ·
> O=C(O)c1cc(-c2cccs2)nn1-c1cccc(Cl)c1
    -8%, 8%, -29%, -3, -1%, 0%, -2%
> CC1(C)CC2CC(C)(CN2S(=O)(=O)c2ccccc2[N+](=O)[O-])C1 (configuration not stated)
    ·, ?, -40%, -27, -3%, -4%, ·
> O=C(Nc1cc2c(cc1Br)OCCO2)c1ccc(=O)[nH]c1
    ·, 7%, -12%, 4, -1%, -6%, ·
> O=C(c1cccs1)N1N=C(c2ccccc2)CC1c1ccccc1 (configuration not stated)
    2%, 14µM*, -5%, ?, 23%, 0%, 1%
> O=C(Nc1ccccc1F)C(=O)Nc1cccc2ccccc12
    -9%, -19%, -23%, 11, -2%, 7%, -4%
> COc1ccc(-c2c(-c3cc(OC)cc(OC)c3)n(C)c3ccc(-c4ccc5c(c4)OCCO5)cc23)cc1
    ·, 1%, -1%, -20, -4%, 1%, ·
> Cn1c(=O)oc2cc(S(=O)(=O)NCCC(=O)Nc3ccc4c(c3)OCCO4)ccc21
    1%, 9%, -17%, 9, 3%, -7%, 7%
> CCOC(=O)c1c(NC(=O)CSc2nnc(CNc3ccc(Cl)cc3)o2)sc(C)c1C
    -2%, ?, 18%, 11, 0%, -4%, 0%
> COc1ccccc1-c1coc2c(CN3CCC(C)CC3)c(O)ccc2c1=O
    -13%, 6%, 29%, 98, 29%, 3%, 0%
> COc1ccc(C2=NOC(C(=O)Nc3cc(C)on3)C2)cc1OC (configuration not stated)
    0%, -11%, -13%, 50, 62%[activator], -15%, 5%
> CCN(Cc1ccccc1)C(c1ccccn1)c1nnnn1C1CCCCC1 (configuration not stated)
    ?, 11%, -12%, 0, 7%, -6%, 4%

(cont.)
The line under a structure holds: AmpC detergent, HCV inhibitor, AmpC inh no detg, HCMV antiviral, AMA1 RON2 block, TbPYK inhibitor, LmPK inh
> Cc1ccc(S(=O)(=O)N2CCOCC2)cc1C(=O)OCC(=O)NCc1ccccc1
    ?, 22%, -4%, 6, -9%, -2%, ·
> CCCN(CCC)C(=O)C1CCCN(c2ncnc3onc(-c4ccc(F)cc4)c23)C1 (configuration not stated)
    -6%, ·, ·, 8, ·, -6%, ·
> CC1CN(C(=O)Cn2cc(S(=O)(=O)CC(=O)N3CCOCC3)c3ccccc32)CC(C)O1 (configuration not stated)
    -4%, 14%, 10%, -8, -9%, 1%, 0%
> CCCNC(=O)C1(C)CCN(C(=O)c2ccc(F)c(Cl)c2)C1 (configuration not stated)
    ·, ·, ·, -7, -4%, -1%, ·
> Cc1ccc2c(c1)CCCN2C(=O)c1cc(C)c(C)s1
    -3%, ?, -11%, 19, -4%, 0%, ·
> COc1cc2c(O)c3c(c(-c4ccc5c(c4)OCO5)c2cc1OC)C(=O)OC3
    -8%, ?, -49%, -96*, 0%, 4%, 1%
> CN(C)S(=O)(=O)Nc1ccc(Br)cc1F
    -2%, 1%, -16%, 37, 3%, 0%, 1%
> Cc1cnc(C(=O)Oc2ccc(-c3ccccc3)cc2)cn1
    3%, 5%, -2%, -12, -22%, 0%, -1%
> O=C(c1ccc(S(=O)(=O)N2CCOCC2)cc1)N1CCN(c2ccccn2)CC1
    3%, 5%, 22%, -9, 3%, 0%, 2%
> CN(C(=O)c1ccc2c(c1)OCO2)C1CCS(=O)(=O)C1 (configuration not stated)
    ?, 18%, -12%, -4, 4%, 0%, ·
> COc1ccc(S(=O)(=O)c2cn(CC(=O)Nc3ccccc3)c3ccc(Cl)cc3c2=O)cc1
    7%, ·, ·, 16, ·, 0%, ·
> COc1cc(C(=O)NC(=S)Nc2ccc([N+](=O)[O-])cc2)cc(OC)c1OC
    -5%, 27%, -13%, -18, 49%[activator], -4%, 2%
> O=C(C1CC(=O)N(c2ccc3c(c2)OCCO3)C1)N1CCN(c2ccccc2O)CC1 (configuration not stated)
    3%, ?, 0%, 20, 0%, 6%, -9%
> C=CCCC(=O)N1CCC(CCC(=O)NC2CC2)CC1
    -9%, -5%, 0%, -15, 4%, -8%, -1%
> CCCC(=O)Oc1ccc(N(C(=O)CCC)S(=O)(=O)c2cccc([N+](=O)[O-])c2)cc1
    -22%, 2%, -29%, -33, -8%, -4%, 2%
> CCOc1cc(C(=O)NCCN2C(=O)S/C(=C\c3cccnc3)C2=O)cc(OCC)c1OCC
    1%, ?, 40%, -13, 9%, 0%, 2%
> O=C(N/N=C/c1c[nH]c2ccc(Br)cc12)c1ccncc1
    -5%, -2%, -28%, -40, -9%[2.32 µM], -5%, 2%
> COc1ccccc1/C=N/N1C(=O)C(CC(=O)Nc2ccc([N+](=O)[O-])cc2OC)SC1=Nc1cccc(C)c1C (configuration not stated)
    1%, ·, -41%, ?, ·, ·, 0%
> CC1CC(C)(C)NC2(CCCC2)N1 (configuration not stated)
    ·, -10%, ·, 11, 0%, 2%, ·
> COC(C[C@H]1O[C@@H]1C(=O)COCc1ccccc1)OC
    ·, -6%, ·, -15, -4%, -3%, ·

Reformatted: entries from further up.
mol | AmpC detergent | HCV inhibitor | AmpC inh no detg | HCMV antiviral | AMA1 RON2 block | TbPYK inhibitor | LmPK inh
COc1cc(C(=O)NC(=S)Nc2ccc([N+](=O)[O-])cc2)cc(OC)c1OC | -5% | 27% | -13% | -18 | 49%[activator] | -4% | 2%
O=C(C1CC(=O)N(c2ccc3c(c2)OCCO3)C1)N1CCN(c2ccccc2O)CC1 (configuration not stated) | 3% | ? | 0% | 20 | 0% | 6% | -9%
C=CCCC(=O)N1CCC(CCC(=O)NC2CC2)CC1 | -9% | -5% | 0% | -15 | 4% | -8% | -1%
CCCC(=O)Oc1ccc(N(C(=O)CCC)S(=O)(=O)c2cccc([N+](=O)[O-])c2)cc1 | -22% | 2% | -29% | -33 | -8% | -4% | 2%
CCOc1cc(C(=O)NCCN2C(=O)S/C(=C\c3cccnc3)C2=O)cc(OCC)c1OCC | 1% | ? | 40% | -13 | 9% | 0% | 2%
O=C(N/N=C/c1c[nH]c2ccc(Br)cc12)c1ccncc1 | -5% | -2% | -28% | -40 | -9%[2.32 µM] | -5% | 2%
COc1ccccc1/C=N/N1C(=O)C(CC(=O)Nc2ccc([N+](=O)[O-])cc2OC)SC1=Nc1cccc(C)c1C (configuration not stated) | 1% | · | -41% | ? | · | · | 0%
CC1CC(C)(C)NC2(CCCC2)N1 (configuration not stated) | · | -10% | · | 11 | 0% | 2% | ·
COC(C[C@H]1O[C@@H]1C(=O)COCc1ccccc1)OC | · | -6% | · | -15 | -4% | -3% | ·

(listing goes on)
The line under a structure holds: AmpC detergent, HCV inhibitor, AmpC inh no detg, HCMV antiviral, AMA1 RON2 block, TbPYK inhibitor, LmPK inh
> Cc1ccc2c(c1)C(=O)C(=O)N2CC(=O)OC(C)C
    -15%, -7%, -5%, 3, 0%, -12%, -3%
> O=C(CCCCCn1c(=S)[nH]c2cc3c(cc2c1=O)OCO3)N1CCN(c2ccc(F)cc2)CC1
    2%, -12%, -18%, ?, 39%[activator], -8%, -2%
> CCOC(=O)Cn1ccc(NC(=O)c2ccc(F)cc2)n1
    -1%, -1%, -3%, 7, -8%, -10%, 0%
> CCc1nc2ccc(C(=O)N3CCN(C(=O)c4ccco4)CC3)cn2c1N(C)CCC(C)C
    ·, ·, ·, -10, 0%, 1%, ·
> Cc1c(C(=O)NCc2ccccc2C(F)(F)F)sc(=O)n1Cc1ccc2c(c1)OCO2
    ·, ·, ·, -1, -16%, 0%, ·
> COc1ccc(OCC(=O)NC(=S)Nc2ccc3c4c(cccc24)CC3)cc1
    -5%, -2%, -16%, ?, 7%, -4%, 1%
> COc1ccc(CNc2nc(-c3cccnc3)nn2C(=O)CC(C)C)cc1
    1%, ?, 113%[activator], -12, -15%, 2%, 10%
> CC(C)CN(C(=O)COC(=O)c1ccc(Cl)nc1)c1c(N)n(Cc2ccccc2)c(=O)[nH]c1=O
    -5%, -5%, -14%, -9, -7%, -4%, ·
> COc1ccc(C)cc1NC(=O)CSc1nnnn1Cc1ccccc1
    0%, -1%, -25%, 35, 4%, -4%, 8%
> Cc1cc(C)c2c(=O)cc(C(=O)Nc3sc4c(c3C#N)CCCC4)oc2c1
    9%, ·, ·, 6, ·, -11%, ·
> COc1ccc(CNC(=O)C2(C)Cc3c(-c4ccc(N(C)C)cc4)ccnc3O2)cc1OC (configuration not stated)
    ·, ·, ·, 2, ?, -8%, ·
> COc1ccc(Nc2c(C)cccc2C)cc1
    1%, ?, -29%, -20, -10%, -10%, -6%
> N=Nc1c(O)n(CC(=O)Nc2ccccc2)c2ccccc12
    -2%, 0%, -30%, -2, 2%, 0%, -3%
> C=CCCC(=O)N1C[C@H]2CON(C)[C@H]2C[C@H]1c1ccc(Br)cc1
    ·, ·, ·, -101*, -4%, 1%, ·
> O=C1Nc2ccccc2/C1=C\C(=O)c1ccccc1
    -6%, 17%, -18%, -30, -20%, -7%, 2%
> COc1cc2nc(-c3ccc(Br)o3)oc(=O)c2cc1OC
    7%, 16%, -2%, 165, -2%, -10%, 3%
> c1cnc(NC2CCCCCC2)nc1
    -2%, 21%, 2%, 2, 2%, -10%, 1%

Quoted from the listing:
AMA1 RON2 block result of `COc1ccc(Nc2c(C)cccc2C)cc1` → -10%
HCV inhibitor result of `CC(C)CN(C(=O)COC(=O)c1ccc(Cl)nc1)c1c(N)n(Cc2ccccc2)c(=O)[nH]c1=O` → -5%
